CXXC DNA block = inhibitors of human MLL CXXC domain-DNA interaction; Q03164; 0.037% of 290,000 active; Potency, µM (doses to about 115 µM), inactives show at the highest dose activity change, negative = inhibition, usual class: inhibitors; MLL-CXXC / FITC-HOXA9 DNA fluorescence polarization; AID 2662; active = well fitted inhibition curve with a large enough effect in the polarisation, with a control signal flat, not every such curve was filed as active; inconclusive = small, poorly fitted or top-dose-only effect, or effect the other way, or a change in a side signal; inactive = no such curve, though single readings can be large or run the other way; the % refers to the polarisation; also: potency is read from the fitted curve at half-maximal effect
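Fluorescence polarization: 7 uM MLL-CXXC (stock) preincubated 5 min with compounds, then 50 nM fluorescein-HOX-A9 DNA (stock) added; 30 min ambient. Buffer 50 mM Tris-HCl pH 7.5, 50 mM NaCl, 1 mM DTT, 0.05% BSA.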
TCR activator = activates T cell receptor signaling. primary human leukocytes, anti-CD3, IL-2 HTRF, 48 h. Potency, µM (doses to about 9.22 µM), without a hit: at the top dose activation of IL-2 secretion, most hits filed as activators. 330,000 tested, under 10 active. AID 504894; also: % of control where 0% means no effect
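TCR engagement came from a-CD3 beads alone, with compounds added to primary human leukocytes for 48 hr. Secreted IL-2 bridged europium cryptate- and d2-labelled anti-IL-2 antibodies, giving FRET emission at 665nm after 320nm excitation.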
TSHR antagonist = human thyrotropin receptor antagonism. P16473. TSHR-expressing cells, TSH-stimulated cAMP HTRF, 2 h; active compounds read low. activity change, negative = inhibition, % at 11.5 µM. 0.2% of 330,000 active;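 active = activity change below a set negative limit, meaning inhibition stronger than a set level, cut at about -70% in these data; inconclusive = activity change between two set negative limits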; also: % is scaled to controls: 0 for no effect and ±100 for the full control effect
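Freshly harvested TSHR cells receive pin-tooled compound, then EC80 TSH at 4nM final. After 2 hours at 37 deg C, antibody in lysis buffer and cAMP-d2 are added; 30 minutes at ambient temperature precede the HTRF read.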
Menin-MLL TR inh = inhibitors of human menin-MLL interaction, mutant MLL peptide. O00255. Menin + Texas Red MLL mutant peptide, fluorescence polarization. Potency, µM (highest dose often 61.6 µM), inactives show at the top dose FP activity change, negative = inhibition, actives largely listed as inhibitors. 0.23% of 270,000 active. AID 1768; active = well fitted inhibition curve with a large enough effect in the polarisation, with a control signal flat, not every such curve was filed as active; inconclusive = small, poorly fitted or top-dose-only effect, or effect the other way, or a change in a side signal; inactive = no such curve, though single readings can be large or run the other way; the % refers to the polarisation; also: potency is read from the fitted curve at half-maximal effect; % of control where 0% means no effect; many of its hits are not listed in these tables
Target sequence (O00255 whole entry, looked up): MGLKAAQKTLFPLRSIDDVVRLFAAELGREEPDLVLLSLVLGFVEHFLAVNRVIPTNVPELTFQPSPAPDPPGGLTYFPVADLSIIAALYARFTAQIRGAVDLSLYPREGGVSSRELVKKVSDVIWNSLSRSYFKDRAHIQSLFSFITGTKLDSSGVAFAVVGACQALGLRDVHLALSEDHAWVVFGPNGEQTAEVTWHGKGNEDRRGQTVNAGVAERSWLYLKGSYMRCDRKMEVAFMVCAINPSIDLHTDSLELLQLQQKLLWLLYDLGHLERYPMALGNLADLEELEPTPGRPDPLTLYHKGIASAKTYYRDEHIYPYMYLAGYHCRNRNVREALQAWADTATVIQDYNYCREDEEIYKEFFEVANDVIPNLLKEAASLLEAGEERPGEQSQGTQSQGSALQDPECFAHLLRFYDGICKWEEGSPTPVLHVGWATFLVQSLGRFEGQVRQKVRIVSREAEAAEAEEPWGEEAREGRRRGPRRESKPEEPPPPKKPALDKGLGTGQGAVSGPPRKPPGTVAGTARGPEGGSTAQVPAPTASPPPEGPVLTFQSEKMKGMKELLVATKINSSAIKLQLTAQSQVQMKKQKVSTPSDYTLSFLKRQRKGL
Mito fusion yeast = inhibitors of mitochondrial division or activators of mitochondrial fusion; Potency, µM (titrated, usually from 46.1 µM), inactives show top-dose growth rescue (activation), most hits filed as activators; S. cerevisiae fusion-defective mutant growth rescue, CellTiterGlo 48 h; 0.23% of 320,000 active;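 also: potency is read from the fitted curve at half-maximal effect; % of control where 0% means no effect; nearly all actives have a fitted effect of over 45% in size; temperature-sensitive fusion mutants such as fzo1-1 at 37 °C on non-fermentable ethanol glycerol medium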
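Growth-rescue viability read-out: after 48 h at the non-permissive 37C in glycerol/ethanol YPEG, yeast mitochondrial fusion mutants are measured by CellTiterGlo luminescence; compounds (23 nl pinned per well) restoring growth score as division inhibitors or fusion activators.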
PTAP TSG101 blk = blocks PTAP/TSG101 interaction to inhibit HIV-1 budding; Potency, µM (highest dose often 115 µM), inactives show at the top dose activity change, negative = inhibition, most hits filed as inhibitors; 340,000 tested, under 10 active; AID 493005; Fluorescence polarization, FITC-PTAP peptide / Tsg101 binding; Q99816; active = well fitted inhibition curve with a large enough effect in the main read-out, with a control signal flat, not every such curve was filed as active; inconclusive = small, poorly fitted or top-dose-only effect, or effect the other way, or a change in a side signal; inactive = no such curve, though single readings can be large or run the other way; also: potency is read from the fitted curve at half-maximal effect; % of control where 0% means no effect
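Compounds were pin-transferred onto Tsg101 binding domain (10 uM final) in HEPES pH 7.5 buffer, then FITC-PTAP peptide was added at 50 nM final. After 20 min at RT, polarization reported peptide displacement across a qHTS concentration series.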
S-ASM inh = inhibitors of human secretory acid sphingomyelinase | placental ASM, HMU-PC fluorogenic substrate, 60 min | Potency, µM (titrated, usually from 57.5 µM), without a hit: top-dose activity change, negative = inhibition, most hits filed as inhibitors | 0.006% of 340,000 active; also: potency is read from the fitted curve at half-maximal effect
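HMU-PC0 cleavage (9 uM final) by human placental ASM, 60 min at 37 °C following 10 min compound exposure at RT; stopped at pH 10, fluorescence Ex 386/Em 447 nm.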
Integrin act MD = activates integrin-mediated alleviation for muscular dystrophy | alpha7betagal myoblasts, beta-gal FDG fluorescence, 48 h | Potency, µM (doses to about 38.3 µM), without a hit: at the top dose activation, hits mostly activators | 0.064% of 350,000 active | AID 624291;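 also: potency is read from the fitted curve at half-maximal effect; 100% = response of the positive control SU9516; nearly all actives have a fitted effect of over 60% in size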
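Alpha7betagal+/- myoblasts (passage 13) were plated 16-24 hr, then exposed to compounds (1:260 dilution of DMSO stock) for 48 hours at 37C. After MPER lysis, β-galactosidase reporter activity was read as FDG fluorescence (ex 480/em 540) after 30 minutes.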
MBNL1-CUG inh = inhibitors of human MBNL1 binding to CUG repeat RNA | Q9NR56 | Potency, µM (doses to about 57.5 µM), for inactives: top-dose activity change, negative = inhibition, hits mostly inhibitors | 0.036% of 280,000 active | TR-FRET MBNL1-His/biotin-(CUG)12 binding, 665/545 ratio; active = well fitted inhibition curve with a large enough effect in the signal ratio, with a control signal flat, not every such curve was filed as active; inconclusive = small, poorly fitted or top-dose-only effect, or effect the other way, or a change in a side signal; inactive = no such curve, though single readings can be large or run the other way; the % refers to the signal ratio; also: potency is read from the fitted curve at half-maximal effect; % is scaled to controls: 0 for no effect and ±100 for the full control effect
Target sequence (Q9NR56 whole entry, looked up): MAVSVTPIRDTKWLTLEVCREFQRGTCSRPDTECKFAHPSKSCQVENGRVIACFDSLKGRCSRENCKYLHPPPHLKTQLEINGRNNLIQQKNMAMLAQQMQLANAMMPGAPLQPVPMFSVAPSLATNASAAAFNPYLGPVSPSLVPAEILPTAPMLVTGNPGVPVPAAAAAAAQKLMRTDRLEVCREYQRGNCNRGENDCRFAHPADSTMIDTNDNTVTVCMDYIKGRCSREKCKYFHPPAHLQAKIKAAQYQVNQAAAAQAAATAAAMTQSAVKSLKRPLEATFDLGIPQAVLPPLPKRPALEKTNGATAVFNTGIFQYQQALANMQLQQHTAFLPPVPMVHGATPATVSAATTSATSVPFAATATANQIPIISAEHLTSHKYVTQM
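TR-FRET readout: Ex 340 nm, 665/545 nm emission ratio, normalized to buffer-only (basal) and MBNL1-(CUG)12 controls. Complex of MBNL1-His with Biotin-(CUG)12, compounds 92 nM–58 uM, incubated 60 min at room temperature.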
AT treatment = potential ataxia-telangiectasia treatment; […] A-T fibroblasts, KAP-1 phosphorylation AlphaLISA; neocarzinostatin DNA damage 30 min before lysis; Potency, µM (highest dose often 57.5 µM), inactives show at the highest dose activation, most hits filed as activators; 0.19% of 320,000 active; AID 485349; also: potency is read from the fitted curve at half-maximal effect; % of control where 0% means no effect; nearly all actives have a fitted effect of over 45% in size
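ATM-like activity read as KAP-1 phosphorylation via AlphaLISA donor/acceptor antibody pairs after lysis and 6 hr at 25C. Cells were ATM-null patient fibroblasts ([…], hTERT), dosed 60 min, then exposed to the DSB inducer NCS for 30 min.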
* marks the source's active call; other numbers are inactive results; ? = inconclusive; · = not tested or not shown; & = joins results of further samples; [ ] = another dose, or the depositor's remark. Unless noted, calls follow the shape of the dose curve; as a rule, active = well fitted curve in the direction sought with a large enough effect; inconclusive = small, poorly fitted or top-dose-only effect, or another doubt; inactive = no such curve, though single readings can be large; an effect the other way counts as inactive or inconclusive. Only part of the results is shown; count on the stated rates, not on these rows.

SMILES	CXXC DNA block	TCR activator	TSHR antagonist	Menin-MLL TR inh	Mito fusion yeast	PTAP TSG101 blk	S-ASM inh	Integrin act MD	MBNL1-CUG inh	AT treatment
O=C(NCc1ccco1)c1cccc(C(F)(F)F)c1	4%	-30%	-2	-22%	2%	-2%	-1%	-50%[inhibitor]	-4%	-2%
COc1ccc(C(=O)N/N=C\C(C)=C\c2ccccc2)cc1OC	·	0%	·	·	·	-1%	-6%	?	·	·
Cc1ccc(NS(=O)(=O)c2cccc(C(=O)O)c2)cc1S(=O)(=O)N1CCCCC1	3%	-7%	-3	-3%	-1%	-13%	11%	26%	·	1%
CCOc1ccccc1OCC(=O)NNC(=O)Cn1cnc2c1c(=O)n(C)c(=O)n2C	1%	2%	9	-17%	10%	1%	1%	0%	·	8%
Cc1ccc(C(=O)N(CCc2ccccc2)Cc2ccccc2)cc1S(=O)(=O)N1CCOCC1	·	-3%	·	·	·	-4%	-7%	32%	·	·
COc1ccc2nc(N3C(=O)C(O)=C(C(=O)c4ccco4)C3c3ccc(C)o3)sc2c1 (stereo not drawn)	·	7%	19	·	3%	-9%	15%	0%	·	-3%
CCCCCCn1nc(C(=O)OCC(=O)c2c(N)n(C)c(=O)n(C)c2=O)c2ccccc2c1=O	-5%	-6%	5	38%[activator]	2%	-6%	-29%	-30%	·	-6%
COc1cccc2cc(C(C)N(CCCN3CCOCC3)C(=O)Nc3ccccc3)oc12 (stereo not drawn)	-1%	-1%	2	-9%	-2%	0%	3%	-10%	-3%	3%
CCOc1ccc(NC(=O)c2ccc3c(=O)n4c(nc3c2)CCCCC4)cc1	40%	-13%	-13	·	9%	-2%	-9%	-10%	2%	-10%
COc1ccc(S(=O)(=O)N(C)C2CCN(C)CC2)cc1	-10%	-8%	-4	1%	-3%	2%	10%	-3%	-1%	5%
CCOC(=O)c1cnc2c(C)c(C)ccc2c1NCCN1CCOCC1	?	·	22	-18%	4%	1%	30%	-18%	8%	11%
CN(C)/C=C/C(=O)c1ccc(Br)s1	?	-1%	-15	1%	6%	-7%	0%	?	19%	-3%
COC(=O)C(C)Oc1cc(OC(C)C(=O)OC)c2c(C)c(Cl)c(=O)oc2c1 (stereo not drawn)	2%	5%	-4	-27%	1%	-8%	48%[activator]	21%	33%[activator]	7%
O=C(COC(=O)c1cnc(Cl)c(Cl)c1)NCc1ccc2c(c1)OCO2	1%	2%[46.1 µM]	-9	23%	-6%	3%	-2%	-11%	-4%	-4%
O=Cc1ccc(-c2cc(Cl)ccc2Cl)[nH]1	6%	1%	17	1%	14%	-3%	-3%	-39%	9%	3%
CCOC(=O)c1oc2cc(C)cc(O)c2c(=O)c1-c1csc(C)n1	-16%	-2%	-2	·	8%	0%	3%	-20%	7%	1%
COc1ccc(N2CCN(C(=O)COC(=O)/C=C/c3ccc(C(F)(F)F)cc3)CC2)cc1	·	-1%	31	·	15%	-3%	9%	-21%	·	1%
CC(=O)c1cnc2c(-c3ccc(Cl)cc3)cnn2c1C	-8%	-1%[46.1 µM]	-15	1%	0%	0%	-5%	20%	10%	0%
COc1cccc(C(=O)N(Cc2ccc(N(C)C)cc2)C2CCS(=O)(=O)C2)c1 (stereo not drawn)	3%	5%	4	-6%	-4%	-5%	2%	12%	-2%	2%
COc1ccc(OC)c(NC(=O)C2CCC(CNc3c(N4CCOCC4)c(=O)c3=O)CC2)c1 (stereo not drawn)	1%	4%	-2	·	-2%	0%	1%	-7%	11%	-11%
COc1cccc(-c2nn(C)c3sc(C(=O)N4CCOCC4)cc23)c1	-3%	-9%	7	-5%[11.7 µM]	-1%	-8%	0%	-3%	-12%	-17%
O=C(CCC(=O)OCc1ccc(C(=O)Oc2ccc(Cl)cc2)cc1)Nc1ccccc1	24%	-9%[46.1 µM]	-4	?	-8%	1%	0%	14%	2%	2%
CS/C(=N\S(=O)(=O)c1cccs1)Nc1ccc(Br)cc1F	-4%	-7%	-2	3%	?	-4%&-3%	-2%&2%	42%&8%	-26%	-2%
CCOc1cc(/C=N/NC(=O)c2cc3c(ccc4ccccc43)o2)ccc1O	16%	4%	-20	·	-1%	1%	5%	-15%	2%	8%
CCOC(=O)CSc1n[nH]c(NS(=O)(=O)c2ccccc2C(F)(F)F)n1	6%	1%	13	-7%	0%	-5%	-1%	?	5%	-1%
O=C(CCN1C(=O)C2C3C=CC(C3)C2C1=O)Nc1ccccc1 (stereo not drawn)	-2%	4%	29	12%	-4%	-1%	0%	44%	3%	1%
O=C(CCNC(=O)c1ccc([N+](=O)[O-])cc1)Nc1ccccc1N1CCCC1	-20%	-3%	-3	·	-1%	-1%	-2%	-18%	?	6%
Cc1ccccc1OCCC(=O)OCC(=O)Nc1ccc(C(N)=O)cc1	3%	-3%	-3	·	5%	-12%	6%	-16%	·	-3%
COc1ccc2[nH]c(C)c(C(=O)CN3CC(C)OC(C)C3)c2c1 (stereo not drawn)	-7%	-1%	-5	-21%	1%	-2%	-1%	19%	-9%	2%
COc1ccc(C(=O)CSc2nnc(COc3ccccc3)n2Cc2ccco2)cc1	8%	3%	3	-7%	9%	-1%	-5%	2%	10%	5%

Laid out differently: results already given
SMILES,CXXC DNA block,TCR activator,TSHR antagonist,Menin-MLL TR inh,Mito fusion yeast,PTAP TSG101 blk,S-ASM inh,Integrin act MD,MBNL1-CUG inh,AT treatment
CCOc1cc(/C=N/NC(=O)c2cc3c(ccc4ccccc43)o2)ccc1O,16%,4%,-20,·,-1%,1%,5%,-15%,2%,8%
CCOC(=O)CSc1n[nH]c(NS(=O)(=O)c2ccccc2C(F)(F)F)n1,6%,1%,13,-7%,0%,-5%,-1%,?,5%,-1%
O=C(CCN1C(=O)C2C3C=CC(C3)C2C1=O)Nc1ccccc1 (stereo not drawn),-2%,4%,29,12%,-4%,-1%,0%,44%,3%,1%
O=C(CCNC(=O)c1ccc([N+](=O)[O-])cc1)Nc1ccccc1N1CCCC1,-20%,-3%,-3,·,-1%,-1%,-2%,-18%,?,6%
Cc1ccccc1OCCC(=O)OCC(=O)Nc1ccc(C(N)=O)cc1,3%,-3%,-3,·,5%,-12%,6%,-16%,·,-3%
COc1ccc2[nH]c(C)c(C(=O)CN3CC(C)OC(C)C3)c2c1 (stereo not drawn),-7%,-1%,-5,-21%,1%,-2%,-1%,19%,-9%,2%
COc1ccc(C(=O)CSc2nnc(COc3ccccc3)n2Cc2ccco2)cc1,8%,3%,3,-7%,9%,-1%,-5%,2%,10%,5%

Continuation.
SMILES	CXXC DNA block	TCR activator	TSHR antagonist	Menin-MLL TR inh	Mito fusion yeast	PTAP TSG101 blk	S-ASM inh	Integrin act MD	MBNL1-CUG inh	AT treatment
Cc1ccc(S(=O)(=O)NCCN2CCOCC2)c(C)c1C	-15%	0%	-5	-9%	2%	0%	0%	-11%	-3%	-1%
COCCCn1c(=O)c2sccc2n2c(CCCC(=O)NCc3ccc(F)cc3)nnc12	-7%	-1%	4	-2%	-3%	-3%	-2%	-5%	-12%	-3%
COc1ccc(S(=O)(=O)Nc2ccc3c(c2)C(=O)N([C@H](C)CO)C[C@H](C)[C@@H](CN(C)C(=O)Nc2ccc(C(F)(F)F)cc2)O3)cc1	·	-5%	-4	·	·	1%	-11%	2%	·	-2%
COC(=O)CSC1=C(C#N)C(c2cccc(OC)c2)CC(=O)N1 (stereo not drawn)	15%	6%	-4	-8%	-1%	-1%	-2%	-4%	11%	4%
Cc1ccnc(NC(=O)c2cccc(S(=O)(=O)NCc3ccccc3)c2)c1	·	-5%	-6	·	12%	-3%	-6%	-9%	·	0%
Cc1n[nH]c(=O)c2c(NC(=O)CSc3nc4ccccc4c(=O)n3C(C)C)oc(C)c12	0%	3%	-2	·	1%	-1%	-4%	-5%	?	6%
CCCCc1ccc(NC(=O)NCc2ccccn2)cc1	4%	-2%	-6	-11%	5%	-4%	-2%	0%	7%	-2%

Assay outcomes deposited in PubChem BioAssay by National Center for Advancing Translational Sciences (NCATS).
